# Assay outcomes: PubChem BioAssay, The Scripps Research Institute Molecular Screening Center
# TbREL1 inh = TbREL1 inhibition, primary screen. TbREL1 RNA ligation, FRET fluorescence. P86926. inhibition, % at 9.66 µM. 89,000 compounds, 0.49% hits;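 active means inhibition above the mean inhibition across all screened compounds plus 3 SD, cut at about 11% in these data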;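 further: 0% = plate median of test wells and 100% = NSC42067 control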
# Target sequence (P86926 whole entry, looked up): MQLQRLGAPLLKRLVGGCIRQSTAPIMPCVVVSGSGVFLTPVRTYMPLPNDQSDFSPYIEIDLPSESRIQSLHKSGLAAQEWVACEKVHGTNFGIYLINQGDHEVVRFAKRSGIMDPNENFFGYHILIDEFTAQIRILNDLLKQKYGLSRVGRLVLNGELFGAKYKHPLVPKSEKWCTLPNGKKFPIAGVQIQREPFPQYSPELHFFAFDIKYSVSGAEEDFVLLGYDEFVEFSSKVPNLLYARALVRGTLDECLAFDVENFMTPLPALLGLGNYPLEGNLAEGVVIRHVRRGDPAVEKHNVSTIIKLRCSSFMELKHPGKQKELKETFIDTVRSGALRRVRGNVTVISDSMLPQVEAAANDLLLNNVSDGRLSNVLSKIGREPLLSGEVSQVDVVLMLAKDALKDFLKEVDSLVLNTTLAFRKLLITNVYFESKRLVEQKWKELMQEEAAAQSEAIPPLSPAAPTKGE
# Numbers without * were called inactive. These rows are one share of the data; the hit share may differ from the screen's.
SMILES,TbREL1 inh
C=CS(=O)(=O)N(Cc1ccc(C)cc1)[C@@H](CO)C(=O)OC,3
Cc1nc2n(n1)CC(O)CS2 (stereo unspecified),-1
CCN(CC(=O)Nc1ccc(S(=O)(=O)N2CCCC2)cc1)CC(=O)Nc1ccccc1C(F)(F)F,-2
CC(=O)OCc1cc(-c2nn(C)c(=O)c3ccccc23)ccc1C,0
O=C(c1ccc2c(c1)OCCO2)N1CCCC(CNS(=O)(=O)c2cccs2)C1 (stereo unspecified),2
COc1ccc(C(=O)Nc2ccccn2)cc1S(=O)(=O)N1CCOCC1,0
O=C(CN1CCOCC1)N/N=C/c1ccc(-c2ccc(C(=O)O)cc2)o1,-4
O=S(=O)(c1cccs1)N1CCN(c2ccc(O)cc2)CC1,2
COc1ccc(CCNC(=O)c2cc(-c3ccccc3)c(N3CCOCC3)s2)cc1OC,1
COc1ccc(C=O)cc1Cn1c(C)cc(C)c(C#N)c1=O,1
COc1ccc(NC2=CC(=O)CC(c3ccc(C)cc3)C2)c(OC)c1 (stereo unspecified),-4
O=C(c1ccncc1)N1CCN(C(=O)c2cccs2)CC1,3
C=C1CCN(C(C)C(=O)O)S(=O)(=O)c2ccccc21 (stereo unspecified),1
COc1ccc(CN(C)CC(=O)Nc2ccccc2C(F)(F)F)c(OC)c1,6
O=C(Nc1ccc(N2CCOCC2)cc1)C1(S(=O)(=O)c2ccccc2)CC1,-2
CCCSCCCNC(=O)Cn1cc2c(n1)CCC(C)C2 (stereo unspecified),-6
O=C(Oc1cccc(NC2=NS(=O)(=O)c3ccccc32)c1)c1ccncc1,0
C[C@@H]1CCN(C2CC2)S(=O)(=O)c2ccc(N3CCC[C@@H]3C)cc2O1,-1
CC(C)c1onc(C(=O)N2CCN(c3ccccc3)CC2)c1[N+](=O)[O-],-3
CCO[C@H]1OC(C(=O)NC2CC2)=C[C@@H](c2coc3ccccc3c2=O)[C@@H]1CCCO,-2
O=C(Nc1ccc(Oc2ccc(Cl)cc2)cc1)c1ncn[nH]1,0
COC(=O)CCN1CCC2CC1c1cc(Cl)ccc12 (stereo unspecified),-1
COc1ccc(-c2nn(-c3ccccc3)cc2C(=O)NC2CCCCC2C)cc1 (stereo unspecified),0
CC(C)(C)OC(=O)N/N=C\c1ccc(OC(=O)c2cccs2)cc1,-2
O=C(NCc1ccccc1)C(=O)NCC1OCCCN1S(=O)(=O)c1cccs1 (stereo unspecified),2

# Individual results from the list:
# COc1ccc(CN(C)CC(=O)Nc2ccccc2C(F)(F)F)c(OC)c1 @ TbREL1 inh: 6
# CCO[C@H]1OC(C(=O)NC2CC2)=C[C@@H](c2coc3ccccc3c2=O)[C@@H]1CCCO @ TbREL1 inh: -2
# O=C(Nc1ccc(Oc2ccc(Cl)cc2)cc1)c1ncn[nH]1 @ TbREL1 inh: 0
# CC(=O)OCc1cc(-c2nn(C)c(=O)c3ccccc23)ccc1C @ TbREL1 inh: 0
# COc1ccc(CCNC(=O)c2cc(-c3ccccc3)c(N3CCOCC3)s2)cc1OC @ TbREL1 inh: 1

# Back to the main list with the three entries that preceded the break.
SMILES,TbREL1 inh
COc1ccc(-c2nn(-c3ccccc3)cc2C(=O)NC2CCCCC2C)cc1 (stereo unspecified),0
CC(C)(C)OC(=O)N/N=C\c1ccc(OC(=O)c2cccs2)cc1,-2
O=C(NCc1ccccc1)C(=O)NCC1OCCCN1S(=O)(=O)c1cccs1 (stereo unspecified),2
N#C/C(=C\c1cn(-c2ccccc2)nc1-c1cccnc1)c1nnc2n1CCCCC2,2
CS(=O)(=O)c1ccc(C(=O)NC2CCCCC2)cc1,1
COC(=O)c1cn(NC(=O)CC2CCCCC2)c(=O)c2ccccc12,-2
COC(=O)c1ccc(COC(=O)CNC(=O)c2ccc(OC)cc2)cc1,-1
Cc1nnc(CN(C)C(=O)c2cc(COc3ccc(C)c(C)c3)on2)o1,0
CCNc1oc(-c2ccc(OC)cc2)nc1S(=O)(=O)c1ccc(Br)cc1,0
CC(c1ccccc1)N1CC[C@H]2C=CC[C@@H](C(=O)Nc3ccc(F)c(F)c3)[C@H]2C1=O (stereo partly specified),-4
Fc1ccc(CNc2ccc(CNc3ncn[nH]3)cc2)cc1,-3
C#CCOc1ccc(CNC[C@H]2O[C@@H](n3ccc(=O)[nH]c3=O)[C@H](O)[C@@H]2O)cc1,2
Cc1nn(CCC(=O)NNC(=O)Nc2ccc(Cl)cc2)c(C)c1[N+](=O)[O-],2
CCC1CCCCN1CCCNC(=O)C1CCCN(c2nn3c(=O)cc(C)nc3s2)C1 (stereo unspecified),6
Cc1n[nH]c(=S)n1/N=C/c1ccc(-c2ccccc2[N+](=O)[O-])o1,-5
Cc1nnc(SCC(=O)N2CCN(C(=O)c3ccco3)CC2)n1-c1ccccc1,1
O=C(Cc1ccc(F)cc1)Nc1cccc2cccnc12,1
Cc1ccc(C(=O)N(CCN(C)C)CC2CCCN(Cc3ccccc3F)C2)cc1C (stereo unspecified),3
COc1cc(C(=O)Nc2nc3ccccc3[nH]2)ccc1OC(F)F,-1
COC(=O)[C@]12CCCCC=C1N(Cc1ccccc1)C(=O)[C@H](CC(=O)NCc1ccc(OC)c(OC)c1)C2,1
O=C(NCc1cccc2ccsc12)c1cccs1,0
C/C=C/C(=O)N1CC2(CC(c3cccc(NC(=O)CC(c4ccccc4)c4ccccc4)c3)=NO2)C[C@H]1C(N)=O (stereo partly specified),-2
CCn1c(COc2ccc(C)cc2)nnc1SCC(=O)c1ccc(-c2ccccc2)cc1,2
Cc1ccc(-c2nnc(SCC(=O)Nc3ccc(Oc4ccccc4)cc3)n2-c2ccc(Cl)cc2)cc1,10
Cc1ccc(C(=O)N2CCN(S(=O)(=O)c3cc(Br)ccc3Br)CC2)o1,-3
COc1cc2ncnc(NCc3ccc(C)cc3)c2cc1OC,-2
Cc1ccc(S(=O)(=O)N2[C@@H](c3ccccc3)C(C(=O)O)=CC[C@H]2c2cccs2)cc1,-3
Cc1ccc(C(C(=O)NC2CCCCC2)N(C(=O)c2csnn2)C2CC2)cc1 (stereo unspecified),-4

# Some of these compounds in order of molecular weight, lowest first:
SMILES,TbREL1 inh
COC(=O)c1ccc(COC(=O)CNC(=O)c2ccc(OC)cc2)cc1,-1
Cc1ccc(C(C(=O)NC2CCCCC2)N(C(=O)c2csnn2)C2CC2)cc1 (stereo unspecified),-4
Cc1ccc(C(=O)N(CCN(C)C)CC2CCCN(Cc3ccccc3F)C2)cc1C (stereo unspecified),3

# Remaining list, next part.
SMILES,TbREL1 inh
CCOC(=O)C(Cc1c[nH]c2cc([N+](=O)[O-])ccc12)(NC(C)=O)C(=O)OCC,-2
Cc1nnsc1C(=O)Nc1cccc(Cl)c1C,11*
N#Cc1cccc(NC(=O)O[C@@H]2CC[C@@]34CCCN3C(=O)CCC[C@H]4C2)c1,-4
N#Cc1ccc(C(=O)Oc2coc(CSc3ncccn3)cc2=O)cc1,1
S=C(NCc1ccccc1)NCc1ccccc1Cl,-8
Cc1nc2ccc(S(=O)(=O)NC(C(=O)N3CCCCCC3)C(C)C)cc2s1 (stereo unspecified),4
Cc1cc(C)nc(SCC(=O)Nc2ccc(N3CCOCC3)cc2)n1,-2
C=C(C)CSc1nncn1/N=C/c1ccc(OC)cc1,0
O=C(Nc1nccs1)c1ccc(NC(=O)C2CC=CCC2C(=O)O)cc1 (stereo unspecified),1
O=C(Nc1cccc(C(=O)N2CCCC2)c1)c1ccccc1,0
Cc1cccc(C(=O)NC(=S)Nc2ccc(S(=O)(=O)N3CCCCC3)cc2)c1,-6
COc1cc(OC)cc(C(=O)OCC(=O)NC(C)CCc2ccccc2)c1 (stereo unspecified),0
CCC[C@H]1COCCS(=O)(=O)N1Cc1ccccc1F,0
COC(=O)C[C@@H]1CC[C@H]2[C@@H](COc3ccc(NC(=O)Nc4cccc(F)c4)cc3C(=O)N2C)O1,-1
CC(=O)Nc1cccc(NC(=O)c2ccccc2OCc2ccccc2)c1,3
NS(=O)(=O)c1ccc(-c2c(-c3ccccc3)sc3ccccc23)cc1,4
O=C(O)c1ccc(NS(=O)(=O)c2ccc(Cl)c(Cl)c2)cc1O,-1
Cc1ccc2nc3nc(NCC4CCCO4)c(C(=O)NC4CCCC4)cc3c(=O)n2c1 (stereo unspecified),2
COC(=O)CSc1cc(C(=O)c2nccn2C)c2ccccc2n1,2
C=CCNC(=S)NNC(=O)CSc1nc2ccccc2s1,4
COc1cccc(-c2c(C(=O)N/N=C(\C)c3ccco3)nnn2-c2nonc2N)c1,-5
O=C(COc1cccc(F)c1)Nc1nc(-c2ccncc2)cs1,0
CCN(CC)CCNC(=O)c1nn(-c2ccc(C)cc2)c(=O)c2c1c1ccccc1n2C,1
CCOc1ccc(OCCCC(=O)Nc2cc(Cl)ccc2-n2cncn2)cc1,3
O=[N+]([O-])c1ccc2c(c1)C=C1CCCCC1(N1CCCCC1)O2 (stereo unspecified),0

# The list continues.
SMILES,TbREL1 inh
O=S(=O)(c1ccc(-c2n[nH]c(=S)o2)cc1)N1CCCCC1,-7
Cc1ccn(CCSCC(=O)O)n1,-2
Cc1ccc(NC(=O)CCS(=O)(=O)c2ccc3nc(C)sc3c2)c(C)c1,-2
C/C(Cc1ccccc1)=N\NC(=O)CNC(=O)COc1cccc(C)c1,3
CN(Cc1cccs1)C(=O)CSc1nnnn1C,1
CCCOc1ccc(/C=N/NC(=O)CSCc2ccc([N+](=O)[O-])cc2)cc1OCC,0
O=C(c1cccc([N+](=O)[O-])c1)n1nc(-c2ccccc2)nc1NCc1ccccc1,1
COc1ccc(-c2cc(C(=O)Nc3ccccc3O)c3ccccc3n2)cc1OC,2
CN(C(=O)COC(=O)CN1C(=O)c2ccccc2C1=O)c1c(N)n(Cc2ccccc2)c(=O)[nH]c1=O,-2
Cc1cccc(C)c1NC(=O)C(=O)NCC1CCCN1S(=O)(=O)c1ccccc1 (stereo unspecified),-1
COc1ccc(NC(=O)COC(=O)C2CCCN2C(=O)OC(C)(C)C)cc1Cl (stereo unspecified),1
C/C(Cl)=C/CN1C(=O)C2C3C=CC(C3)C2C1=O (stereo unspecified),-1
CCn1c(=O)cc(OCC(=O)NCCCN2CC(C)CC(C)C2)c2ccccc21 (stereo unspecified),-2
Cc1cc2n(n1)SC(Nc1cc(Cl)ccc1Cl)N2 (stereo unspecified),-1
C=CCSC1=C(C#N)C(c2ccc(OCC)cc2)CC(=O)N1 (stereo unspecified),-1
Cc1ccc(OC(=O)C2CSC3(C)CCC(=O)N23)c(Br)c1 (stereo unspecified),-3
COc1ccc(-c2cc(NC=O)c3ncc(-c4cc(OC)c(OC)c(OC)c4)n3c2)cc1,3
CCCOc1ccc(C(=O)NNC(=S)NC(=O)c2cc(-c3ccccc3)nc3ccccc23)cc1,4
COc1cc(F)c(S(=O)(=O)N2CCOc3ccccc32)cc1OC,4
COc1ccc2nc(N3CCN(C(=O)c4ccc5ncsc5c4)CC3)sc2c1,0
COc1ccc(C(O)c2ncc(-c3ccccc3F)[nH]2)cc1 (stereo unspecified),2
COc1ccc(OCc2nnc3n2N=C(c2ccccc2)C(CC(=O)O)S3)cc1 (stereo unspecified),-1
Cc1ccccc1NC(=O)c1c([N+](=O)[O-])c(C(C)(C)C)nn1C,0
c1nc(CCO[C@H]2CCCCO2)cc2cc3c(cc12)OCO3,-7
COCCNS(=O)(=O)c1ccc2c(c1)C(=NO)c1cc(S(=O)(=O)NCCOC)ccc1-2,-2

# Three neighbouring entries out of the list so far, quoted:
SMILES,TbREL1 inh
O=S(=O)(c1ccc(-c2n[nH]c(=S)o2)cc1)N1CCCCC1,-7
Cc1ccn(CCSCC(=O)O)n1,-2
Cc1ccc(NC(=O)CCS(=O)(=O)c2ccc3nc(C)sc3c2)c(C)c1,-2

# Further structures
SMILES,TbREL1 inh
Cc1cc(/C=N/NC(=O)c2ccncc2)c(C)n1-c1cccc(C(F)(F)F)c1,-6
COc1cc(CCC(=O)OCC(=O)Nc2sccc2C(N)=O)cc(OC)c1OC,0
N#Cc1ccc(-c2nnnn2-c2ccc3c(c2)OCO3)cc1,7
C/C(=N\NC(=O)Nc1ccccc1)c1ccc2ccccc2c1,-1
CCOC(=O)c1[nH]c(C)c(C(=O)OCCN2C(=O)c3ccccc3C2=O)c1C,2
COc1cc(/C=C/C(=O)OCC(=O)NC(=O)NC(C)C)ccc1OCC#N,-5
CCNC(=O)c1ccccc1NC(=O)c1cccc(S(=O)(=O)N2CCOCC2)c1,0
CN(C)C(=O)C12CCC(C)(C(=O)C1Br)C2(C)C (stereo unspecified),0
COc1ccc(S(=O)(=O)N2CCCCC2)cc1NC(=O)Cc1cccc(C(F)(F)F)c1,1
O=C(O)CC1C(=O)NCCN1C/C=C/c1ccccc1 (stereo unspecified),5
COc1ccc(S(=O)(=O)N2CCN(C(=O)c3ccc4ccccc4n3)CC2)cc1,4
Cc1cc(C)cc(NC(=O)C2CCN(c3nc(C)cc(C)n3)CC2)c1,3
COc1ccc(NC(=O)C2C(c3ccc4c(c3)OCO4)=Nc3ccccc3N2C(=O)c2cccc(C(F)(F)F)c2)cc1 (stereo unspecified),2
CC(C)CN(C(=O)C1CCC1)c1c(N)n(Cc2ccccc2)c(=O)[nH]c1=O,3
CCOC(=O)CNC(=O)c1sc(NC(=O)/C=C/c2ccccc2)nc1C,-2
C[C@]12c3[nH]c4ccccc4c3CCN1C(=O)C(CC(=O)NCCc1ccccn1)C[C@@H]2C(=O)N1CCOCC1 (stereo partly specified),-1
CCOC(=O)/C(=N\Nc1ccccc1Cl)N1CC(C)OC(C)C1 (stereo unspecified),-5
COc1ccc(C2=NOC(C(=O)Nc3cccnc3)C2)cc1 (stereo unspecified),4
O=C(NC1CC1)C1=C[C@@H](c2ccc3c(c2)OCO3)C[C@@H](OCCCCO)O1,2
COc1ccc(N2C(=O)CC(N3CCN(C4CCc5ccccc5C4)CC3)C2=O)cc1 (stereo unspecified),-1
COc1cccc(S(=O)(=O)N(C)C[C@@H]2OCc3cn(nn3)CCCC(=O)N([C@@H](C)CO)C[C@H]2C)c1,0
C#CCOCCOCCOCCNc1nc(N2CCOCC2)nc(N2CCN(C(=O)Cn3cc(CC(C)O)nn3)CC2)n1 (stereo unspecified),4
COc1ccc(NC(=O)c2cc3ccccc3o/c2=N\NS(=O)(=O)c2ccc(C)cc2)cc1,-1
